# PGK inhibitor: T. brucei PGK inhibition | AID 602233 | 380,000 compounds, 0.043% hits | P07378 | Potency, µM (series often up to 57.5 µM), for inactives: at the top dose activity change, negative = inhibition, actives largely listed as inhibitors | PGK/GAPDH coupled, Kinase-Glo luminescence, 60 min; also: potency is read from the fitted curve at half-maximal effect; % is scaled to controls: 0 for no effect and ±100 for the full control effect; nearly all actives have a fitted effect of over 60% in size
#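 Recombinant glycosomal PGK reaction used 1,3-bisphosphoglycerate generated in-well by GAPDH (100nM final) in 100mM TEA pH 7.6, 5mM MgCl2, 0.01% Tween-20. After 60 minutes at room temperature, ATP was read by Kinase-Glo Plus luminescence end-point.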
# G9a inh: G9a (human) methyltransferase inhibition. Q96KQ7. G9a H3K9 monomethylation, AlphaScreen, 2 h. Potency, µM (series often up to 102 µM), without a hit: at the top dose activity, negative = inhibition, usual class: inhibitors. 350,000 compounds, 8.8% hits. AID 504332; also: potency is read from the fitted curve at half-maximal effect; % is scaled to controls: 0 for no effect and ±100 for the full control effect; nearly all actives have a fitted effect of over 75% in size
#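 Step 1: enzyme (final 20 nM) with compound, 15 min RT. Step 2: substrate peptide 500 nM and SAM 20 uM, 2 h RT. Step 3: anti-H3K9me1 antibody and AlphaScreen beads, 10 min, then plate read.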
# JMJD2A Tudor: JMJD2A Tudor domain (human) inhibition | 390,000 compounds, 4.4% hits | O75164 | Potency, µM (doses to about 114 µM), for inactives: top-dose activity change, negative = inhibition, actives largely listed as inhibitors | AID 504339 | AlphaScreen JMJD2A-Tudor / H3K4me3 peptide binding; also: potency is read from the fitted curve at half-maximal effect; % is scaled to controls: 0 for no effect and ±100 for the full control effect; nearly all actives have a fitted effect of over 50% in size
# Target sequence (O75164 whole entry, looked up, the tested form may be a part): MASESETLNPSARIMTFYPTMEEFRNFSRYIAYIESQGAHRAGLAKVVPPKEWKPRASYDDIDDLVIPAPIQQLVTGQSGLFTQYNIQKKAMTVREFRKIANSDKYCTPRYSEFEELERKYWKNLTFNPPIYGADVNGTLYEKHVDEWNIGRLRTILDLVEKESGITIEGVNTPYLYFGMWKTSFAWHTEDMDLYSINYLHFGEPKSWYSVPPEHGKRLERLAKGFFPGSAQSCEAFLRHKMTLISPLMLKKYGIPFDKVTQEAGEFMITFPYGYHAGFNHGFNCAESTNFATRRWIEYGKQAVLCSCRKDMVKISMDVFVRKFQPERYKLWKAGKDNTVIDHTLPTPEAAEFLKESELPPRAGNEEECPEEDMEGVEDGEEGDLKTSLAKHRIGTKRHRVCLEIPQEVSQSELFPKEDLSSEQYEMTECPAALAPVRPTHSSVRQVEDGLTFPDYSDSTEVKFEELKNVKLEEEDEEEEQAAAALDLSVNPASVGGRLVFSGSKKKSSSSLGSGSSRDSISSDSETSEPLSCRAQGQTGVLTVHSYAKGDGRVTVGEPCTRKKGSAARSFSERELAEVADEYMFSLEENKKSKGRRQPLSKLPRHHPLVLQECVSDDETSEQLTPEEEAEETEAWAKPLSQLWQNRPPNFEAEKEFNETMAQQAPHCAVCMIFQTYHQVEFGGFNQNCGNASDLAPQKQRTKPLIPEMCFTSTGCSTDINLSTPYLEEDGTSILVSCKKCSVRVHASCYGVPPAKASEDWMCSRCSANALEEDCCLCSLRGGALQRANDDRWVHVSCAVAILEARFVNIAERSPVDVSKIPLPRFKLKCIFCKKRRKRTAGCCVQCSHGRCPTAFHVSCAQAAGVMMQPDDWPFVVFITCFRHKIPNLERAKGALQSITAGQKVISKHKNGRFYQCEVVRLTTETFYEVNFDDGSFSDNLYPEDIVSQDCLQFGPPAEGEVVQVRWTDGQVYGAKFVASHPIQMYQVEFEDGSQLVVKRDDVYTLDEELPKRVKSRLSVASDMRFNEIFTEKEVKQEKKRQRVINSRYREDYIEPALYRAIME
# HP1b binding inh: inhibitors of HP1-beta chromodomain binding to methylated histone tails; AlphaScreen HP1-beta / biotin-H3K9me3 peptide binding; P83916; Potency, µM (top dose mostly 114 µM), without a hit: at the top dose activity change, negative = inhibition, most hits filed as inhibitors; 390,000 compounds, 0.56% hits; also: potency is read from the fitted curve at half-maximal effect; nearly all actives have a fitted effect of over 70% in size; inactives centre near 23
#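 HP1-beta protein (50 nM final) preincubated 30 min at room temperature with biotinylated H3(1-18)K9me3 peptide (50 nM) in PBS pH 7.4, 0.01% Tween-20, then compound added for 30 min. AlphaScreen streptavidin donor/nickel chelate acceptor beads (10 ug/mL final), 30 min dark, luminescence read.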
# Pol eta inh: blocks human DNA polymerase eta activity; Potency, µM (highest dose often 114 µM), inactives show at the top dose activity change, negative = inhibition, hits mostly inhibitors; recombinant Pol eta, fluorescent DNA replication assay; 390,000 compounds, 1.2% hits; also: potency is read from the fitted curve at half-maximal effect; % is scaled to controls: 0 for no effect and ±100 for the full control effect
#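 Pol eta (10 nM) was preincubated with compounds for 15 min at room temperature, after which fluorescent replication substrate (50 nM final) was added to start the reaction. Fluorescence was read kinetically at 0 and 10 min.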
# GLS inh: blocks human kidney-isoform glutaminase activity; O94925; GLS enzymatic activity, qHTS titration; Potency, µM (top dose mostly 45.5 µM), without a hit: at the top dose activity change, negative = inhibition, usual class: inhibitors; 410,000 compounds, 0.21% hits; also: potency is read from the fitted curve at half-maximal effect; % is scaled to controls: 0 for no effect and ±100 for the full control effect
#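 hKGA in 45 mM KH2PO4 (pH 8.2), 0.02% Tween-20 with compound, then 1mM L-Glutamine (stock as added) plus glutamate oxidase/HRP/Amplex red coupling mix. Fluorescence read initially and after 30 min at RT; signal change reflects glutamate formation.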
# PI4K2A block: inhibitors of human PI4K2A. activity change, negative = inhibition, % at 76.9 µM. purified PI4K2A, ADP-Glo luminescence, 1 h; hits give low values. 420,000 compounds, 0.13% hits. Q9BTU6. AID 1346378; in the data active = activity change below about -50%; inconclusive = mostly about -30% to -49%;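 also: -100% = wells without enzyme as full effect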
#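 PI4K2A activity was measured by ADP-Glo luminescence: enzyme (4 ug/mL stock) and phosphatidylinositol (1.2 mM stock) in Tris pH 7.5/MgCl2/EGTA/Triton X-100 buffer were reacted with ATP (300 microM stock) for one hour at ambient temperature.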
# Pin1 inhibitor: inhibitors of human Pin1; Pin1 FP peptide displacement, HiFluor488, 10 min; Potency, µM (titrated, usually from 115 µM), without a hit: at the top dose activity, negative = inhibition, hits mostly inhibitors; 390,000 compounds, 0.009% hits; active = well fitted inhibition curve with a large enough effect in the polarisation, with a control signal flat, not every such curve was filed as active; inconclusive = small, poorly fitted or top-dose-only effect, or effect the other way, or a change in a side signal; inactive = no such curve, though single readings can be large or run the other way; the % refers to the polarisation; also: potency is read from the fitted curve at half-maximal effect; % is scaled to controls: 0 for no effect and ±100 for the full control effect
# BAZ2B inh: blocks human BAZ2B; Q9UIF8; AlphaScreen BAZ2B-H3K14Ac peptide displacement; Potency, µM (series often up to 114 µM), without a hit: at the highest dose activity change, negative = inhibition, hits mostly inhibitors; 360,000 compounds, 4.4% hits; AID 504333; also: potency is read from the fitted curve at half-maximal effect; % is scaled to controls: 0 for no effect and ±100 for the full control effect; nearly all actives have a fitted effect of over 60% in size
#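 Multi-concentration screen (max 110 uM) measuring displacement of acetylated histone H3 peptide from BAZ2B by AlphaScreen, using 50 nM protein, 50 nM peptide and 10 ug/mL streptavidin donor plus Ni-chelate acceptor beads.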
# Active calls of the source: *; i = inactive; ? = inconclusive; / = no result given; & = joins results of further samples; [ ] = remark or other dose. Unless noted, calls follow the shape of the dose curve; as a rule, active = well fitted curve in the direction sought with a large enough effect; inconclusive = small, poorly fitted or top-dose-only effect, or another doubt; inactive = no such curve, though single readings can be large; an effect the other way counts as inactive or inconclusive.
nr | GLS inh | PI4K2A block | BAZ2B inh | HP1b binding inh | G9a inh | PGK inhibitor | Pin1 inhibitor | JMJD2A Tudor | Molecule | Pol eta inh
1 | -4% | 0 | 7% | 32% | -14%[59 µM] | -7% | 13% | -11% | CCN(CC)S(=O)(=O)c1cc(NC(=O)COC(=O)CCC(=O)c2ccc(F)cc2)ccc1C | -21%
2 | 10% | 1 | 4% | 29% | -7%[59 µM] | -3% | 7% | -4% | Cc1c(Cl)cccc1NC(=S)NCCN1CCOCC1 | -20%
3 | -1% | -7 | 0% | 22% | / | i | 1% | -11% | COc1ccc(CNC(=O)COC(=O)CNC(=O)c2sc3ccccc3c2Cl)cc1OC | -24%
4 | 4% | -1 | 8%[57.1 µM] | 25% | -8%[59 µM] | / | -4% | -7% | COc1ccccc1C(=O)Nc1c(C(=O)NC(C)(C)C)oc2ccccc12 | /
5 | 16% | 0 | -21% | -10% | / | / | 1% | -9% | CCOc1cc(C(=S)N2CCCC2)ccc1OC(=O)Cc1ccc(F)cc1 | -14%
6 | 4% | 9 | 18% | 20% | 11%[59 µM] | 5% | 5% | 2% | COc1ccc([N+](=O)[O-])cc1NC(=O)CCN1CCN(C)CC1 | -14%
7 | 16% | -2 | 1% | 18% | 5%[59 µM] | 10% | 5% | -10% | CCc1ccccc1NC(=O)CSc1nc2ncccc2o1 | -4%
8 | 1% | -1 | 5% | 23% | 5%[59 µM] | -1% | 1% | -3% | CC(C)CNC(=O)c1ccccc1-c1ccccc1C(=O)O | 4%
9 | -4% | -2 | 167%[activator] | 208%[activator] | 229%[activator] | -16% | 1% | 96%[activator] | COc1cc(C)ccc1OCCOc1c(Cl)cc(Cl)cc1Cl | ?
10 | -13% | 4 | -17% | 39%[activator] | 4%[59 µM] | 2% | 4% | -14% | CCn1cc(C(=O)OCC(=O)c2ccccc2)c(=O)c2ccc(C)nc21 | 0%
11 | 13% | 2 | -33% | 22% | 10%[59 µM] | / | -5% | -6% | Cc1nc2sccn2c1P(c1c(C)nc2sccn12)c1c(C)nc2sccn12 | -7%
12 | 5% | -1 | -21% | 38% | 3%[59 µM] | -9% | 4% | 3% | COc1ccc(Cn2c(=O)c3oc4ccccc4c3n(Cc3ccc(F)cc3)c2=O)cc1 | -19%
13 | 0% | 1 | 3% | 47%[activator] | 6%[59 µM] | 1% | -6% | -4% | CCc1cccc(CC)c1NC1=NS(=O)(=O)c2ccccc21 | 3%
14 | -1% | 0 | 6% | 16% | 4%[59 µM] | / | -6% | -19% | COc1ccccc1NC(=S)N1CCC(NC(=O)NC23CC4CC(CC(C4)C2)C3)CC1 | -15%
15 | 6% | -2 | -7% | 46%[activator] | -12%[59 µM] | -2% | 10% | -12% | COc1ccccc1CCNC(=O)c1cccc(S(=O)(=O)N2CCc3ccccc3C2)c1 | -3%
16 | 1% | -2 | -3% | 16% | 11%[59 µM] | -1% | 8% | 8% | Cc1cccc(-n2c(=O)c3ccccc3n(Cc3ccc(F)cc3)c2=O)c1 | -16%
17 | -4% | -14 | / | 43%[activator] | / | -4% | 2% | -16% | O=C(Cn1cc(COc2cccc([N+](=O)[O-])c2)nn1)c1ccc(O)cc1 | -20%
18 | 2%&-7% | -5&1 | -32%&73% | 28%&34% | -24%[59 µM] | -4%&8% | -3%&-10% | -20% | Cc1ncsc1CCOC(=O)c1cccc([N+](=O)[O-])c1 | -10%&-28%
19 | -18% | 5 | -10% | ? | / | 9% | -2% | ? | S=c1[nH]c2ccccc2n1Cc1ccccc1 | -8%
20 | -17% | -4 | ? | -14% | 50µM* | -6% | 0% | ? | CCOC(=O)C1=C(C)OC(N)=C(C#N)C1c1cc2c(cc1[N+](=O)[O-])OCO2 (stereo not given) | ?
21 | 4% | -3 | 7% | 19% | 17%[59 µM] | 0% | 2% | -6% | CCOC(=O)/C(=C\Nc1ccc(OC(F)(F)F)cc1)Sc1ncc(C(F)(F)F)cc1Cl | -12%
22 | -5% | 0 | 12% | 34% | 20% | -9% | 3% | -5% | Cc1ccc(N2C(=O)CSC2c2c(F)cccc2Cl)cc1 (stereo not given) | -19%
23 | 1% | -8 | 3% | 77%[activator] | ? | 4% | 4% | -9%[57.1 µM] | COc1ccc(-n2c(SCC(=O)N3CCCCC3)nnc2-c2cccnc2)cc1 | 13%
24 | -4% | -1 | / | 14% | / | 3% | 3% | -17% | N#Cc1cccnc1N1CCN(C(=O)c2cccc3c2C(=O)c2ccc(-c4ccc(F)cc4OCc4ccccc4)cc2S3(=O)=O)CC1 | 2%
25 | 9% | -3 | / | 18% | / | i | 1% | -14% | CCN1C(=O)N[C@@H](CCc2ccccc2)[C@H](C(=O)OC)[C@H]1C | -14%

# Remaining list, next part.
nr | GLS inh | PI4K2A block | BAZ2B inh | HP1b binding inh | G9a inh | PGK inhibitor | Pin1 inhibitor | JMJD2A Tudor | Molecule | Pol eta inh
26 | 1% | -1 | 1% | 2% | ? | i | -12% | -17% | COC(=O)Nc1sc2c(c1C(=O)N1CCOCC1)CCC(C)C2 (stereo not given) | -9%
27 | 1% | 6 | 4% | -3% | 8%[59 µM] | -1% | -7% | -14% | COC(=O)CN(C#N)c1nc(C)cc(C)n1 | -3%
28 | 11% | 7 | -14% | 16% | ? | -3% | -6% | -30% | CCOc1ccc(N/N=C(/C#N)C(N)=O)cc1 | -12%
29 | 6% | -1 | 17% | 110%[activator] | 33%[activator] | / | 1% | 43%[activator] | CCOC(=O)c1c(C)oc2ccc(OC(=O)COc3c(F)c(F)c(F)c(F)c3F)cc12 | -28%
30 | 1% | 1 | / | 36% | / | -6% | -7% | 1% | CC(C)(C)OC(=O)C[C@H]1C/C=C\C[C@@H](CC(=O)N[C@H](CO)Cc2ccccc2)C(=O)N2CCC[C@H]2COC1=O | 1%
31 | 1% | 0 | 2% | 38% | 12% | 5% | 1% | -6% | O=c1nccc(SCc2ccc(Cl)cc2Cl)[nH]1 | -12%
32 | 5% | -2 | 4% | 16% | 16% | -3% | 4% | 2% | COc1ccc(CNS(=O)(=O)c2ccc(S(=O)(=O)N3CCCCC3)cc2)cc1 | -7%
33 | 51%[activator] | 1 | -12% | 2% | / | -9% | -9% | -17% | COc1ccc(NC(=O)/C(=C\c2cccs2)NC(=O)c2ccco2)cc1 | -9%
34 | 50%[activator] | -1 | -7% | 16% | 2%[59 µM] | / | -3% | -27% | Cc1ccc(/C=N/NC(=O)c2c[nH]c3ccccc23)o1 | -22%
35 | 9% | 0 | -4% | 16% | -1% | -1% | -1% | 3% | CCOc1ccccc1NC(=O)CSc1nc2[nH]ncc2c(=O)[nH]1 | -21%
36 | 15% | 0 | -12% | -5% | 2%[12.7 µM] | -11%[11.5 µM] | -6% | -23% | Cn1c(/N=C/c2cccs2)nc2ccccc21 | -4%
37 | 4% | -2 | -1% | ? | ? | -2% | ? | -29% | Cc1nc(-c2ccc(F)cc2)c(CC(=O)N2CCN(S(=O)(=O)c3cccc([N+](=O)[O-])c3)CC2)s1 | -6%
38 | 4% | -4 | / | 20% | / | 7% | 3% | ? | COc1ccccc1CNC(=O)c1cc(-c2ccccc2)nn1CC1CC(c2cccc([N+](=O)[O-])c2)=NO1 (stereo not given) | -14%
39 | 4% | -2 | 1% | 43%[activator] | 28% | 4% | 2% | -9% | COc1ccc(S(=O)(=O)N2CCOCC2)cc1NC(=O)CSc1ccccc1 | -17%
40 | 0% | 0 | -1% | 30% | 38%[activator][59 µM] | -10% | 15% | -20% | CCc1ccc2oc(-c3cc(NC(=O)c4cc(OC)c(OC)c(OC)c4)ccc3O)nc2c1 | -5%
41 | -5% | 0 | 3% | 44%[activator] | 21%[59 µM] | -7% | -5% | -3% | Cn1c(=NC(=O)c2ccc(S(=O)(=O)N3CCCC3)cc2)sc2cc(F)ccc21 | -14%
42 | -1% | 0 | -37% | 32% | -50%[12.7 µM] | -4% | 11% | -31% | CC1Nc2ncnc(N3CCN(c4ccccn4)CC3)c2N(Cc2ccccc2)C1=O (stereo not given) | -26%
43 | -1% | 3 | ? | 12% | ? | -5% | 5% | -30% | Cc1ccc(Cl)cc1N1CCN(C(=O)c2ccc3c(c2)N(Cc2ccc(F)cc2)CCS3)CC1 | 8%
44 | 0% | 5 | -29% | 26% | 38%[12.7 µM] | i | ? | -14% | Cc1cc(C(F)(F)F)n2nc(-c3cnn(C)c3C(F)(F)F)c(Br)c2n1 | -16%

# Of the compounds above, these contain an aryl thioether with sulfur outside any ring:
nr | GLS inh | PI4K2A block | BAZ2B inh | HP1b binding inh | G9a inh | PGK inhibitor | Pin1 inhibitor | JMJD2A Tudor | Molecule | Pol eta inh
7 | 16% | -2 | 1% | 18% | 5%[59 µM] | 10% | 5% | -10% | CCc1ccccc1NC(=O)CSc1nc2ncccc2o1 | -4%
21 | 4% | -3 | 7% | 19% | 17%[59 µM] | 0% | 2% | -6% | CCOC(=O)/C(=C\Nc1ccc(OC(F)(F)F)cc1)Sc1ncc(C(F)(F)F)cc1Cl | -12%
23 | 1% | -8 | 3% | 77%[activator] | ? | 4% | 4% | -9%[57.1 µM] | COc1ccc(-n2c(SCC(=O)N3CCCCC3)nnc2-c2cccnc2)cc1 | 13%
31 | 1% | 0 | 2% | 38% | 12% | 5% | 1% | -6% | O=c1nccc(SCc2ccc(Cl)cc2Cl)[nH]1 | -12%
35 | 9% | 0 | -4% | 16% | -1% | -1% | -1% | 3% | CCOc1ccccc1NC(=O)CSc1nc2[nH]ncc2c(=O)[nH]1 | -21%
39 | 4% | -2 | 1% | 43%[activator] | 28% | 4% | 2% | -9% | COc1ccc(S(=O)(=O)N2CCOCC2)cc1NC(=O)CSc1ccccc1 | -17%

# Compound activity as filed in PubChem.

# Only part of the results is shown, so the mix of outcomes need not match the whole.
